# Screening results as filed in PubChem.
# NPSR antagonist: qHTS Assay for Antagonists of the Neuropeptide S Receptor: cAMP Signal Transduction. Potency, µM (doses to about 38.3 µM), inactives show at the top dose activity change, negative = inhibition, most hits filed as inhibitors. CHO-NPSR cells, cAMP TR-FRET, antagonist mode. 220,000 tested, 1% active. AID 1461, 2008; note: % is set by controls: 0 for no effect and ±100 for the full control effect; nearly all actives have a fitted effect of over 50% in size; many of its hits are not listed in these tables
# Epigenetic reg: Quantitative High-Throughput Screen for Regulators of Epigenetic Control. Potency, µM (top dose mostly 53.9 µM), for the others: at the highest dose GFP activation, most hits filed as activators. 280,000 tested, 0.2% active. AID 1865, 2009. murine LDR cells, GFP reporter derepression, 30 h; note: % of control where 0% means no effect; nearly all actives have a fitted effect of over 60% in size
#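 Derepression of a silenced CMV-GFP reporter in murine LDR cells is scored by enumerating GFP-positive cells with a laser-scanning microplate cytometer after 30 hours of treatment at 37 C.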
# RECQ1 helicase: qHTS Assay for Inhibitors of RecQ-Like Dna Helicase 1 (RECQ1). ATP-dependent DNA helicase Q1 (Homo sapiens), P46063. RECQ1 DNA unwinding, red fluorescence kinetic read. Potency, µM (series often up to 57.3 µM), without a hit: top-dose activity, negative = inhibition, most hits filed as inhibitors. 240,000 tested, 0.54% active. AID 2549, 2010;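 note: plate controls were vehicle for no effect and no enzyme for full effect; nearly all actives have a fitted effect of over 30% in size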
# Target sequence (P46063 whole entry, looked up): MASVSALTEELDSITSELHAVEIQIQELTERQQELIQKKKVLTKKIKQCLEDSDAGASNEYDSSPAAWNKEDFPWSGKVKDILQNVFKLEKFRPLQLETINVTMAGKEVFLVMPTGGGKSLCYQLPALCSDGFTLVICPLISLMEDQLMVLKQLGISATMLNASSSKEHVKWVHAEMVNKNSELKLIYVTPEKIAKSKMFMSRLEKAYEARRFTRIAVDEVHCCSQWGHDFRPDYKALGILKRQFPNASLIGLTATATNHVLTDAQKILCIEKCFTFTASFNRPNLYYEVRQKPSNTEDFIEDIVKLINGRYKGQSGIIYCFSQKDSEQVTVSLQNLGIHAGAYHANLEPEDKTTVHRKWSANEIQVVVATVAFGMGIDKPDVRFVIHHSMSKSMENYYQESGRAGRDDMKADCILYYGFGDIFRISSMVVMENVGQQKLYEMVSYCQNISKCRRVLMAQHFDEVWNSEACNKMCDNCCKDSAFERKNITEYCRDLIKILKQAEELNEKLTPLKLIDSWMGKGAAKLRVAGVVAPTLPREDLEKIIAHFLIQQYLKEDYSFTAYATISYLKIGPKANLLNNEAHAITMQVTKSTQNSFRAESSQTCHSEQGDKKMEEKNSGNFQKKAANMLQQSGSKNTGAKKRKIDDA
#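 50 nM RECQ1T1 preincubated 15 min with compound in Tris pH 8.0 buffer with MgCl2, DTT, Tween-20 and 2.5 ug/ml poly(dI-dC); started with 200 nM TAMRA/BHQ-2 forked duplex and 2 mM ATP. Unwinding read as fluorescence (525/598 nm), two reads 2 h apart.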
# GoLoco inh red: qHTS Assay for Inhibitors of RGS12 GoLoco Motif Activity (Red Fluorophore); AID 880, 2007; Gai1:RGS12 GoLoco peptide FP, rhodamine, 10 min; Guanine nucleotide-binding protein G(i) subunit alpha-1 (Homo sapiens), P63096; Potency, µM (top dose mostly 61.6 µM), without a hit: top-dose activity, negative = inhibition, hits mostly inhibitors; 230,000 tested, 0.44% active; active = well fitted inhibition curve with a large enough effect, not every such curve was filed as active; inactive = no such curve, though single readings can be large or run the other way; note: % is set by controls: 0 for no effect and ±100 for the full control effect; nearly all actives have a fitted effect of over 30% in size; many of its hits are not listed in these tables
# SMN2 splice up: qHTS Assay for Enhancers of SMN2 Splice Variant Expression. HEK293 SMN2-luciferase splicing reporter, luminescence, 30-36 h. Potency, µM (doses to about 46.1 µM), without a hit: top-dose activity change, positive = activation, most hits filed as activators. 210,000 tested, 2.8% active; note: % of control where 0% means no effect; nearly all actives have a fitted effect of over 55% in size
#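 HEK293 cells carry an SMN2 […]–luciferase reporter in which exon 7 inclusion puts luciferase in frame. Cells were plated 10-12 h before compound addition, then incubated 30-36 h at 37C. ONE-Glo luminescence was read; sodium butyrate at 4.5 mM final served as control.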
# IMPase Li cell: qHTS Assay for Identifying the Cell-Membrane Permeable IMPase Inhibitors: Potentiation with Lithium | AID 1457, 2008 | Potency, µM (doses to about 59.4 µM), inactives show at the highest dose activity, negative = IMPase inhibition, usual class: inhibitors | 210,000 tested, 0.35% active | CHO-M1 cells, IP1 TR-FRET (IP-One), carbachol + lithium;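 note: IP1 builds up when IMPase is blocked and the TR-FRET signal falls; plate controls were basal vehicle for no effect and high inhibitor control for full effect; nearly all actives have a fitted effect of over 50% in size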
#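 Steps: plate 2000 CHO-M1 cells per well and culture 16–30 h; add compound and lithium; incubate 30 min, 37C; add d2-IP1 tracer and Eu cryptate anti-IP1 antibody in lysis buffer; read after 10 min at room temperature.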
# KinaseGlo FLuc: Counterscreen for Luciferase (Kinase-Glo TM) Inhibition; 200,000 tested, 0.28% active; Luciferin 4-monooxygenase (Photuris pensylvanica), Q27757; Kinase-Glo luciferase, ATP luminescence, 8 min; Potency, µM (highest dose often 38.3 µM), inactives show at the highest dose activity change, negative = inhibition, usual class: inhibitors; AID 1379, 2008; note: % is set by controls: 0 for no effect and ±100 for the full control effect; nearly all actives have a fitted effect of over 60% in size
#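 Inhibition of Kinase-Glo luciferase light generation was assessed at 10 uM ATP in pH 7.2 imidazole buffer, with luminescence measured after eight minutes at ambient temperature.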
# KDM4E inh: qHTS Assay for Inhibitors of Human Jumonji Domain Containing 2E (JMJD2E); Lysine-specific demethylase 4E (Homo sapiens), B2RXH2; JMJD2E catalytic domain, FDH-coupled NADH fluorescence (FDH is formaldehyde dehydrogenase); Potency, µM (top dose mostly 57.1 µM), inactives show at the top dose activity change, negative = inhibition, actives largely listed as inhibitors; 230,000 tested, 1.6% active; active = well fitted inhibition curve with a large enough effect, not every such curve was filed as active; inconclusive = small, poorly fitted or top-dose-only effect, or another doubt; inactive = no such curve, though single readings can be large or run the other way;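 note: 0% = wells with enzyme and -100% = buffer wells without enzyme; nearly all actives have a fitted effect of over 50% in size; many of its hits are not listed in these tables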
# Target sequence (B2RXH2 1-337 limits assumed): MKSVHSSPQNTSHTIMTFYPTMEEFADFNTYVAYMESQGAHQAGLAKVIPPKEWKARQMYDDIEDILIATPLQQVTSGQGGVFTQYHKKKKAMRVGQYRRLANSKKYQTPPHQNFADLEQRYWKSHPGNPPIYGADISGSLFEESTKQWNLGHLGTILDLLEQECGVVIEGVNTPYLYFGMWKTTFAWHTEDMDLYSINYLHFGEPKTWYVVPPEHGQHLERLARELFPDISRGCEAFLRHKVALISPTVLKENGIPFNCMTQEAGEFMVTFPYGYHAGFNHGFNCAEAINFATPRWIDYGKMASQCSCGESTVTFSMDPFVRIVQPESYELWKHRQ
# An asterisk follows results filed as active; i = inactive; ? = inconclusive; . = no result given; & = joins results of further samples; [ ] = dose if it differs, or a comment. Unless noted, calls come from the whole dose curve; as a rule, active = well fitted curve in the direction sought with a large enough effect; inconclusive = small, poorly fitted or top-dose-only effect, or another doubt; inactive = no such curve, though single readings can be large; an effect the other way counts as inactive or inconclusive. Potency is the fitted concentration of half-maximal effect. These rows are one share of the data; the hit share may differ from the screen's.
SMILES,NPSR antagonist,Epigenetic reg,RECQ1 helicase,GoLoco inh red,SMN2 splice up,IMPase Li cell,KinaseGlo FLuc,KDM4E inh
Cn1c(C[C@@H](O)c2nc3ccccc3n2C)nc2ccccc21,.,.,.,3.3%[14.2 µM],-3.1%[9.22 µM],1.1%,1.2%[7.66 µM],.
CC1CCN(C(=S)Nc2ccc(SC(F)F)cc2)CC1,-14.5%,-0.6%,?,10.9%,22.4µM*,2.9%,-1.4%,4.9%
CC(=O)N1CCC(=NNC(=O)c2cccs2)CC1,4.7%,-1.0%,-2.3%,7.3%,-16.6%,-6.5%,-6.2%,4.1%
Cc1cc(Oc2ccccc2)nc(SCC(=O)Nc2ccc(Cl)c(Cl)c2)n1,-25.7%[46.1 µM],-5.2%,-9.6%,-0.8%,-19.1%,2.5%[38.3 µM],-7.5%,-3.4%
COc1ccc(C(=O)c2ccc(N3CCN(C(=O)c4ccc(F)cc4)CC3)c(F)c2)cc1Br,?,-5.3%,-2.1%,10.6%,-69.7%,-0.4%[38.3 µM],-0.1%,-9.6%
C/C(=N\NC(=O)c1cc(C)[nH]n1)C(C)(C)C,10.4%,-6.2%,-0.1%,-4.1%,14.9%,-6.1%,1.1%,0.9%
COc1ccc(-c2nc(NC3=NCCCCC3)sc2C)cc1,-23.4%,6.2%,-15.4%,2.5%,-10.0%,29.2%,3.0%,8.9%
Cc1ccc(S(=O)(=O)CC(=O)N2CCCCCC2)cc1,2.7%[46.1 µM],-1.0%,0.2%,-5.5%,-4.7%,-0.8%,1.5%,-1.7%
CC(NC(=O)Nc1ccccc1)c1ccccc1 (stereo unspecified),-12.2%[46.1 µM],0.8%,-6.9%,3.2%,-10.3%,27.6%[38.3 µM],2.0%,1.8%
CSc1cccc(NS(=O)(=O)c2ccc(F)cc2)c1,-7.1%[46.1 µM],4.1%,-8.3%,7.9%,5.6%,28.8%[38.3 µM],-5.5%,-1.1%
CCOC(=O)Cn1nc(C)c(NC(=O)CCc2ccccc2)c1C,4.5%,-0.1%,i,13.6%,-2.3%,-2.0%,-1.2%,-1.5%
N#Cc1ccc(Cl)cc1NC(=O)CSc1nc2nc(-c3cccs3)cc(C(F)(F)F)c2c(=O)[nH]1,6.4%,0.1%,-7.5%,15.8%,.,.,.,?
CC(C)(C)NC(=O)c1cccc(NC(=O)c2cccc(O)c2)c1,-7.8%[46.1 µM],-2.3%,5.9%,-1.2%,17.7%,-5.1%[38.3 µM],-2.6%,6.2%
COc1cc(-c2nnn(CC(=O)NCc3ccccc3)n2)cc(OC)c1OC,9.2%,-1.5%&-0.2%,i,1.6%,-8.4%&-17.5%,-2.2%,-0.8%,?
Cn1ncc2c(Sc3ccc(Cl)cc3)ncnc21,-9.3%[7.67 µM],-1.4%,-8.5%,-0.2%,.,.,.,-12.9%
Cc1cccc(NC(=O)c2c(C)nc3ccccn23)c1,-10.5%[46.1 µM],1.2%,11.9%,1.7%,?,-4.5%,-4.3%,2.2%
Cc1ccccc1C(=O)N1CCC(C(=O)Nc2ccc(S(=O)(=O)N(C)C(C)C)cc2)CC1,-3.6%[46.1 µM],-6.6%,-4.7%,-6.6%,12.3%,31.2%[38.3 µM],2.0%,-3.8%
CCC(=O)Nc1cc(C)c(NC(=O)c2ccccc2OC)cn1,-8.6%[46.1 µM],5.5%,-2.1%,2.8%,-8.8%,-6.3%[38.3 µM],-18.0%,-28.4%
COc1ccccc1CC(=O)Nc1ccc(Cl)cc1C(=O)O,19.5%,-6.8%,1.8%,0.8%,.,6.2%,1.0%,?
COc1ccc(NC(=O)COC(=O)CCCOc2ccc(Cl)cc2Cl)cc1,-11.1%[46.1 µM],0.0%,-11.3%,9.1%,16.0%,-8.0%,3.3%,-3.0%
O=c1c2ccccc2nc(-c2ccco2)n1-c1nc2ccccc2s1,-25.8%[46.1 µM],2.5%,5.4%,6.2%,-14.2%,-3.6%[38.3 µM],1.7%,3.0%
NS(=O)(=O)c1ccc(CCNC(=O)c2cc(-c3cccs3)nc3ccccc23)cc1,-10.8%,-1.5%,8.5%,5.8%,-4.3%,3.7%,-0.5%,?
O=C(Nc1ccccc1C(F)(F)F)N1CCCCCC1,-8.7%[46.1 µM],0.9%,i,15.7%,6.9%,23.0%[38.3 µM],-1.0%,-0.2%
CC(C)(C)c1ccc(/C=N/OCC(=O)NCc2ccc(F)cc2)cc1,-12.5%,-1.0%,?,-9.0%,-11.6%,-4.9%,1.2%,1.6%
O=P(c1ccccc1)(c1ccccc1)C(O)c1ccncc1 (stereo unspecified),-7.1%[46.1 µM],0.0%,-3.6%,2.3%,1.6%,0.4%[38.3 µM],-1.6%,?

# Random excerpt: two compounds from above.
SMILES,NPSR antagonist,Epigenetic reg,RECQ1 helicase,GoLoco inh red,SMN2 splice up,IMPase Li cell,KinaseGlo FLuc,KDM4E inh
O=P(c1ccccc1)(c1ccccc1)C(O)c1ccncc1 (stereo unspecified),-7.1%[46.1 µM],0.0%,-3.6%,2.3%,1.6%,0.4%[38.3 µM],-1.6%,?
COc1cc(-c2nnn(CC(=O)NCc3ccccc3)n2)cc(OC)c1OC,9.2%,-1.5%&-0.2%,i,1.6%,-8.4%&-17.5%,-2.2%,-0.8%,?

# Additional results:
SMILES,NPSR antagonist,Epigenetic reg,RECQ1 helicase,GoLoco inh red,SMN2 splice up,IMPase Li cell,KinaseGlo FLuc,KDM4E inh
CCCCNC(=S)N=Nc1c(O)n(Cc2ccccc2)c2ccccc12,4.7%[46.1 µM],0.0%,-3.4%,.,.,.,.,15.2%
O=C1CC(SC2=NCCS2)C(=O)N1c1ccc(Br)cc1 (stereo unspecified),6.4%,-1.8%,?,9.7%,?,1.5%,3.4%,2.7%
O=c1[nH]n2c(=O)c3c([nH]c2c1N=Nc1cccc(C(F)(F)F)c1)CCCC3,12.6µM*,3.5%,-0.6%,7.3%,2.7%,7.2%,-0.7%,-24.5%
C/C(=N\OCC(=O)Nc1ccc(F)c(F)c1F)c1cc2ccccc2o1,-7.7%[46.1 µM],3.3%,-2.9%,4.4%,-5.4%,27.2%,4.8%,-1.6%
Cc1cc(C(=O)NCCCn2ccnc2)cs1,-3.4%[46.1 µM],-1.1%,-1.1%,-5.0%,?,0.0%[38.3 µM],-4.6%,5.8%
Cc1cc(C)c(NC(=O)CSc2nc3c(c(=O)n2C)SC(C)C3)c(C)c1 (stereo unspecified),-5.7%[46.1 µM],0.0%,0.5%,-0.4%,-95.3%[inhibitor],26.2%[38.3 µM],-0.5%,5.3%
COc1ccc(OC)c(NC(=O)c2ccc(CN(c3cc(Cl)ccc3C)S(=O)(=O)c3ccccc3)cc2)c1,-21.3%[46.1 µM],-1.2%,16.3%,0.1%,9.1%,-1.0%[38.3 µM],-0.8%,?
O=C(O)CC(CC(=O)Nc1nncs1)c1ccccc1 (stereo unspecified),0.4%[46.1 µM],-0.1%,i,-10.1%,?,23.7%[38.3 µM],-4.4%,1.6%
CCOC(=O)C1=C(C)Nc2sc(C(=O)c3ccc(OC)cc3)c(N)c2C1c1ccc(C(=O)OC)cc1 (stereo unspecified),-6.7%,0.0%,5.6%,9.3%,22.6%,4.3%,2.1%,2.9%
Clc1ccc(CN=C(Nc2ccccc2)NC2CCCCC2)cc1,42.0%,-0.2%,-16.7%,-10.3%,.,7.7%,.,-2.1%
CCOC(=O)CSc1nc(Nc2ccc3c(c2)OCO3)c2ccccc2n1,-9.7%[46.1 µM],-1.1%,-0.1%,4.2%,-17.1%,3.3%[38.3 µM],-2.3%,-29.3%
CC1=CC(=O)C2=C(C)C[C@@H]3OC(=O)[C@@H](C)[C@H]3C=C12,.,0.8%,-6.0%,5.5%,-4.1%,12.2%,-1.2%,-0.7%
O=c1c[n+]([O-])c2ccccc2n1OCc1c(F)cccc1F,8.1%[46.1 µM],12.6µM*,-4.2%,3.5%,-0.4%,2.2%,-2.0%,?
O=C(/C=C/c1ccccc1)c1ccc(NC2=NCCCS2)cc1,-53.4%,0.3%,-13.6%,3.1%,20.1%,7.1%,8.7%,-3.5%
Cc1ccccc1N(CC(=O)NCCc1ccccc1)C(=O)c1ccc(N2CCCC2)nc1,?,0.5%,-4.8%,5.4%,5.8%,7.6%[38.3 µM],-2.9%,1.1%
CCCn1c(CN2CCN(C(=O)OCC)CC2)nc2c1c(=O)n(C)c(=O)n2C,-10.9%,-0.1%,i,2.9%,.,3.5%,.,7.9%
CC(=O)OC1CC[C@@]2(C)C3CC(=O)[C@]4(C)C(C(C)=O)=CCC4C3CC[C@H]2C1 (stereo partly specified),.,-1.1%,-3.7%,5.9%,-21.9%,9.5%,-2.8%,7.2%
Cc1ccc2c(c1)nnn2C1CCN(S(=O)(=O)c2ccc(C(=O)N3CC(C)CC(C)C3)cc2)CC1 (stereo unspecified),-18.7%[46.1 µM],-1.0%,-1.7%,8.9%,.,24.6%[38.3 µM],0.6%,1.2%
O=C(Nc1ccc(C(=O)O)cc1)Nc1cccc([N+](=O)[O-])c1,11.4%,-1.9%,-2.5%,6.1%,17.3%,-4.6%,1.0%,4.2%
CC(C)C[C@@H](CC(=O)N[C@@H](CCC(=O)O)CC(=O)O)NC(=O)[C@@H]1CNCC[C@H]1NC(=O)C[C@@H](NC(=O)C[C@H](Cc1c[nH]c2ccccc12)NC(=O)[C@@H]1CNCC[C@H]1N)C(C)C,.,-1.1%,-1.0%,-2.3%,3.6%,15.2%,0.1%,-19.9%
CCc1nn2c(=O)cc(CSc3nc(C)cc(=O)[nH]3)nc2s1,-4.8%[46.1 µM],-1.3%,-2.9%,-6.0%,5.8%,-4.9%[38.3 µM],-1.3%,3.6%
Cc1ccc2occ(/C=C/C(=O)c3ccccc3O)c(=O)c2c1,-6.1%[46.1 µM],2.8%,-6.2%,102.2%[activator],7.8%,-7.7%[38.3 µM],-6.7%,-4.4%
